Compound activity (PubChem)
Yeast lifespan up – extends the lifespan of yeast; AID 775; 130,000 compounds, 0.68% hits; S. cerevisiae growth with nicotinamide, OD615; deaD strain in restrictive glucose medium; inhibition of the nicotinamide effect, % at 10 µM;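 active means inhibition above a set limit, placed 3 SD over the median of all compounds, cut at about 26% in these data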;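 further: 0% = nicotinamide-treated wells and 100% = cells grown without nicotinamide; some compounds called inactive have numbers as strong as hits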
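Material: Modified budding yeast, DeaD strain | Medium: Restrictive glucose medium | Probe or stimulus: 1.5 mM nicotinamide | Dosing: Single dose 10 µM compound, 0.25% DMSO | Times: 48 h at 30 °C | Technique: OD615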
Yeast growth inh – yeast BB579 growth reduction in restrictive medium. inhibition, % at 10 µM. 140,000 compounds, 0.51% hits. S. cerevisiae BB579 growth, OD615, 48 h. AID 804;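 active means inhibition above a set limit, 3 SD over the mean compound inhibition, cut at about 44% in these data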; further: inactives centre near -24
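Material: Saccharomyces cerevisiae DeaD strain BB579, replicative lifespan model yeast; buffer or medium: CSMM-D restrictive synthetic medium containing dextrose (glucose); compound: 10 µM single dose, DMSO 0.25%; timing: 48 h compound exposure at 30 °C after 4 h preincubation; signal: turbidity as optical density at 615 nm; benchmarks: positive control amphotericin B 10 µg/mL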
HCT116 bCat-KO – beta-catenin-lacking colon tumor cell growth suppression | 140,000 compounds, 1.5% hits | HCT116 beta-catenin knockout viability, CellTiter-Glo, 60 h; stronger effect = lower value | viability, % at 10 µM;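 active means viability at or under a set limit, the compound median less 4 SD, cut at about 6% in these data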;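 further: 0% = Hyamine 1622 control at 20 µM and 100% = untreated cell control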
GALR2 blocker – antagonists of human galanin receptor 2 (GALR2); O43603; GALR2-expressing cells, antagonist mode; inhibition, % at 4 µM; 140,000 compounds, 0.39% hits; AID 828; in the data active means inhibition above about 27%;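 further: cells stimulated with galanin 1-16 at roughly its EC80; 0% = agonist challenge control and 100% = basal control without agonist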
Target sequence (O43603 whole entry, looked up): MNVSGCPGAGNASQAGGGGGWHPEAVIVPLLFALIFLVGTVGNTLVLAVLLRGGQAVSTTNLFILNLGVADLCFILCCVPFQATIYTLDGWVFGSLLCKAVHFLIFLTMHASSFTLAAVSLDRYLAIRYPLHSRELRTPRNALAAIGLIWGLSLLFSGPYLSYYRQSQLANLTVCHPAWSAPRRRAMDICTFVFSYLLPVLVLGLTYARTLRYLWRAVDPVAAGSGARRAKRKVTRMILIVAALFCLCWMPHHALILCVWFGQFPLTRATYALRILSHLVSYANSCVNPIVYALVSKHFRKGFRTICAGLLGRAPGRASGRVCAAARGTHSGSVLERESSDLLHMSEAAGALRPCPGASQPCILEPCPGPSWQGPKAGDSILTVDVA
NPY Y2 blocker – NPY-Y2 (human) receptor antagonism; 140,000 compounds, 0.99% hits; inhibition, % at 2.7 µM; P49146; NPY-Y2 expressing cells, antagonist mode; in the data active means inhibition above about 17%;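 further: 0% = vehicle with agonist challenge and 100% = reference antagonist with challenge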
Target sequence (P49146 whole entry, looked up): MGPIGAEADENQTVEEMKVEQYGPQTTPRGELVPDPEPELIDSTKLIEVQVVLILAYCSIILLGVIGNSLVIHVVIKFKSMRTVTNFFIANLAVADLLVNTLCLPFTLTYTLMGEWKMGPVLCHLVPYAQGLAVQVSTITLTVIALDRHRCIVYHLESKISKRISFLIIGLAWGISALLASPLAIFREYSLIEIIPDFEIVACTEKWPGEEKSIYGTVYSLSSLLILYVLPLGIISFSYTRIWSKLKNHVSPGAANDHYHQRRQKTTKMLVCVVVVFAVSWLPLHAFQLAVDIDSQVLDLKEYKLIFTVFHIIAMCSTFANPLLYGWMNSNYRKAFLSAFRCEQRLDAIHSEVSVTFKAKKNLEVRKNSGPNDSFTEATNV
E-sel TNF inh – blocks E-selectin expression induced by TNF alpha. AID 1246. inhibition, % at 2 µM. 120,000 compounds, 0.71% hits. HUVEC TNFa-induced E-selectin immunofluorescence, high content;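 active means inhibition above the batch mean plus 3 SD, and confirmed as a hit on visual image review, cut at about 43% in these data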;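 further: 0% = TNF-stimulated DMSO wells and 100% = unstimulated control wells; not every result past the cut was called active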
PTEN del growth – PTEN-deleted cell growth suppression; HCT116 PTEN-null viability, CellTiter-Glo, 60 h; stronger effect = lower value; viability, % at 10 µM; 140,000 compounds, 1.2% hits; AID 827;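 active means viability at or below a set limit, 4 SD under the median of all tested compounds, cut at about 3.7% in these data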;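 further: PTEN knockout HCT116 line with beta catenin targeted HCT116 as companion control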
Measles CPE – protection of cells from measles virus; 140,000 compounds, 1.5% hits; protection (pct of control), % at 4 µM; AID 841; Measles virus-infected cells, CPE protection, absorbance; in the data active means protection mostly above about 24%, no sharp cut-off; inactive means mostly below about 26%; further: some compounds called inactive have numbers as strong as hits
Phagocyt inh – blocks phagocytosis by macrophages. J774A.1 macrophage IgG-bead phagocytosis, imaging. inhibition, % at 5 µM. 110,000 compounds, 0.07% hits;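 active means inhibition above the mean of the plate negative controls plus 5 SD, cut at about 13% in these data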;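 further: phagocytic index as fraction of beads internalized from green versus red external bead signal; plate controls were DMSO negative control for no effect and cytochalasin-D positive control for full effect; some results beyond the cut were filed as inactive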
MRP-1 activ – activates MRP-1; H69AR cells + doxorubicin, viability rescue, CellTiter-Glo; viability increase, % at 10 µM; 140,000 compounds, 0.61% hits; AID 799;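 active means viability gain under doxorubicin at or above a set limit, the compound median plus 3 SD, cut at about 4.7% in these data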;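 further: MRP-1 overexpressing cells given doxorubicin 25 µM after compound pretreatment; 18-22 h compound pretreatment then 72 h with doxorubicin before readout; 0% = doxorubicin-only wells and 100% = vehicle-treated cells without doxorubicin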
Starred values were filed as active, the others as inactive.

N#CCCn1ncn(-c2ccccc2)c1=S was read as Yeast lifespan up -7, Yeast growth inh -11, HCT116 bCat-KO 101, GALR2 blocker 2, NPY Y2 blocker 0, E-sel TNF inh 19, PTEN del growth 102, Measles CPE 9, Phagocyt inh 1 and MRP-1 activ -1.3.
For Cc1ccc(C(=O)Nc2sc(C(=O)N(C)C)c(C)c2C#N)cc1 the results were Yeast lifespan up -6, Yeast growth inh 10, HCT116 bCat-KO 101, GALR2 blocker 1, NPY Y2 blocker -1, PTEN del growth 108, Measles CPE 16, Phagocyt inh -1 and MRP-1 activ -1.2.
O=C1CCC(=O)N1CN(C(=O)c1ccco1)c1ccc(Cl)c(Cl)c1 was read as Yeast lifespan up -11, Yeast growth inh -46, HCT116 bCat-KO 105, GALR2 blocker 3, NPY Y2 blocker 2, E-sel TNF inh -38, PTEN del growth 101, Measles CPE 24 and MRP-1 activ -0.8.
For CCOc1cc(/C=C2\SC(=S)N(Nc3ccccc3)C2=O)ccc1O the results were Yeast lifespan up -13, Yeast growth inh -37, HCT116 bCat-KO 76, GALR2 blocker 2, NPY Y2 blocker 6, E-sel TNF inh 9, PTEN del growth 88, Measles CPE 2 and MRP-1 activ -2.9.
Cc1cc(C)nc(SCC(=O)Nc2ncc(Cc3cccc(Cl)c3Cl)s2)n1 was read as Yeast lifespan up 4, Yeast growth inh -54, HCT116 bCat-KO 85, GALR2 blocker 8, NPY Y2 blocker 4, E-sel TNF inh -24, PTEN del growth 87, Measles CPE 33, Phagocyt inh -7 and MRP-1 activ 0.9.
Screening Cn1cc(/C=N/NC(=O)c2cccc([N+](=O)[O-])c2)c2ccccc21 returned Yeast lifespan up -4, Yeast growth inh 0, HCT116 bCat-KO 81, GALR2 blocker 3, NPY Y2 blocker 2, E-sel TNF inh -4, PTEN del growth 79, Measles CPE 14, Phagocyt inh 1 and MRP-1 activ -4.5.
Cc1cc(C(=O)NN=C2CCCCC2)c2ccccc2n1 was read as Yeast lifespan up -2, Yeast growth inh -22, HCT116 bCat-KO 82, GALR2 blocker 15, NPY Y2 blocker 3, E-sel TNF inh -10, PTEN del growth 82, Measles CPE 5, Phagocyt inh -16 and MRP-1 activ 0.1.
COC(=O)c1sc(NC(=O)c2cc3c(s2)CCCC3)nc1C was read as Yeast lifespan up -16, Yeast growth inh -39, HCT116 bCat-KO 95, GALR2 blocker 3, NPY Y2 blocker 5, E-sel TNF inh -9, PTEN del growth 79, Measles CPE 20, Phagocyt inh -1 and MRP-1 activ -1.5.
Cc1ccc(S(=O)(=O)N2CCC(=O)N(C(COCc3ccccc3)Cc3ccccc3)CC2)cc1 (stereo not given) was read as Yeast lifespan up 11, Yeast growth inh -42, HCT116 bCat-KO 95, GALR2 blocker -8, NPY Y2 blocker -1, E-sel TNF inh 0, PTEN del growth 74, Measles CPE 12 and MRP-1 activ -4.1.
Screening COc1ccc2oc(=O)c(-c3csc(Nc4ccc(O)cc4)n3)cc2c1 returned Yeast lifespan up -5, Yeast growth inh -6, HCT116 bCat-KO 31, GALR2 blocker 11, NPY Y2 blocker -3, E-sel TNF inh 16, PTEN del growth 34, Measles CPE 7, Phagocyt inh 7 and MRP-1 activ -4.8.
CCCCn1c(SCC(=O)Nc2ccccc2C(F)(F)F)nc2ccsc2c1=O was read as Yeast lifespan up -2, Yeast growth inh -11, HCT116 bCat-KO 85, GALR2 blocker 4, NPY Y2 blocker 29*, E-sel TNF inh 8, PTEN del growth 83, Measles CPE 10, Phagocyt inh 4 and MRP-1 activ -2.0.
`Cc1cccc(OCc2nnc(SCC(=O)Nc3cccc(C(=O)N4CCOCC4)c3)o2)c1C` gave Yeast lifespan up 0, Yeast growth inh -44, HCT116 bCat-KO 102, GALR2 blocker 3, NPY Y2 blocker 4, PTEN del growth 96, Measles CPE 7, Phagocyt inh 2 and MRP-1 activ 0.8.
For O=C(CNC1=NCCC1)c1ccc(Cl)cc1 the results were Yeast lifespan up 5, Yeast growth inh -22, HCT116 bCat-KO 92, GALR2 blocker 13, NPY Y2 blocker 4, PTEN del growth 82, Phagocyt inh -6 and MRP-1 activ 1.6.
`CCOc1cc2[nH]c(=O)n(CCCCC(=O)N3CCCCCC3)c(=O)c2cc1OCC` gave Yeast lifespan up -5, Yeast growth inh -56, HCT116 bCat-KO 92, GALR2 blocker 2, NPY Y2 blocker 1, E-sel TNF inh -42, PTEN del growth 90, Measles CPE 9 and MRP-1 activ -1.6.
CCOC(=O)CN1CC23C=CC(O2)C(C(=O)NCc2ccc(F)cc2)C3C1=O (stereo not given) was read as Yeast lifespan up -3, Yeast growth inh -34, HCT116 bCat-KO 86, GALR2 blocker 4, NPY Y2 blocker 0, E-sel TNF inh 0, PTEN del growth 96, Measles CPE 2, Phagocyt inh 0 and MRP-1 activ -2.7.
COc1cc(/C=C(/C#N)C(=O)NCCc2c[nH]c3ccccc23)ccc1OCc1ccccc1F was read as Yeast lifespan up -8, Yeast growth inh -45, HCT116 bCat-KO 91, GALR2 blocker -1, NPY Y2 blocker 0, E-sel TNF inh -12, PTEN del growth 92, Measles CPE 5, Phagocyt inh 0 and MRP-1 activ -4.3.
`CCCCC(=O)Nc1cc(N(C)C)nc2ccccc12` gave Yeast lifespan up -1, Yeast growth inh -6, HCT116 bCat-KO 97, GALR2 blocker 1, NPY Y2 blocker 3, PTEN del growth 93, Measles CPE 3, Phagocyt inh -1 and MRP-1 activ -2.9.
COc1ccc(C2NC(=O)c3ccccc3O2)cc1OC (stereo not given) was read as Yeast growth inh -18, HCT116 bCat-KO 91, GALR2 blocker -1, NPY Y2 blocker 3, E-sel TNF inh 9, PTEN del growth 100, Measles CPE 15 and MRP-1 activ -2.2.
For CC(C)Oc1ccc(Cn2c(=O)sc3ccccc32)cc1 the results were Yeast growth inh -15, HCT116 bCat-KO 87, GALR2 blocker -9, NPY Y2 blocker 3, E-sel TNF inh 2, PTEN del growth 81, Measles CPE 12 and MRP-1 activ -1.4.
`O=C(NNC(=O)C1CC1c1ccccc1)c1cccc([N+](=O)[O-])c1` (stereo not given) gave Yeast lifespan up 3, Yeast growth inh 8, HCT116 bCat-KO 86, GALR2 blocker 1, NPY Y2 blocker 1, PTEN del growth 89, Measles CPE 6, Phagocyt inh -3 and MRP-1 activ 2.6.
For COc1ccccc1OCC(O)Cn1nc(C)cc1C (stereo not given) the results were Yeast lifespan up -14, Yeast growth inh -17, HCT116 bCat-KO 121, GALR2 blocker 7, NPY Y2 blocker 3, E-sel TNF inh -14, PTEN del growth 106, Measles CPE 6 and MRP-1 activ 0.5.
Screening O=C(CSc1ccsc1[N+](=O)[O-])N1CCN(c2ccc(Cl)cc2)CC1 returned Yeast lifespan up 0, Yeast growth inh -12, HCT116 bCat-KO 86, GALR2 blocker 0, NPY Y2 blocker -1, PTEN del growth 90, Measles CPE 29, Phagocyt inh -11 and MRP-1 activ 0.3.
`O=C(CO)N/N=C/c1cccc(Cl)c1Cl` gave Yeast lifespan up 3, Yeast growth inh -56, HCT116 bCat-KO 91, GALR2 blocker 1, NPY Y2 blocker 1, PTEN del growth 100, Measles CPE 12, Phagocyt inh -11 and MRP-1 activ -0.3.
Screening COCCCNS(=O)(=O)c1ccc(S(=O)(=O)N2CCCC2)cc1 returned Yeast lifespan up -3, Yeast growth inh -39, HCT116 bCat-KO 92, GALR2 blocker -3, NPY Y2 blocker 0, E-sel TNF inh -15, PTEN del growth 103, Measles CPE 18, Phagocyt inh 2 and MRP-1 activ -0.9.
For CC(=O)NC1=C(N(C)C2CCS(=O)(=O)C2)C(=O)c2ccccc2C1=O (stereo not given) the results were Yeast lifespan up 5, Yeast growth inh 5, HCT116 bCat-KO 3.5*, GALR2 blocker 0, NPY Y2 blocker 1, PTEN del growth 3.4*, Measles CPE 8, Phagocyt inh -6 and MRP-1 activ -4.5.
Screening COc1ccc(C2=[N+]([O-])C(C)(C)N(O)C2(C)C)cc1 returned Yeast lifespan up 8, Yeast growth inh -33, HCT116 bCat-KO 92, GALR2 blocker 0, NPY Y2 blocker 0, PTEN del growth 92, Measles CPE 8, Phagocyt inh 0 and MRP-1 activ 0.0.
Screening O=C(c1ccco1)N1CCN(CCCCOc2ccc(F)cc2)CC1 returned Yeast lifespan up 5, Yeast growth inh -41, HCT116 bCat-KO 96, GALR2 blocker 2, NPY Y2 blocker 6, E-sel TNF inh -24, PTEN del growth 98, Measles CPE 1, Phagocyt inh 2 and MRP-1 activ -2.2.
Screening Oc1ccc(CNc2ccccc2F)c2cccnc12 returned Yeast lifespan up -6, Yeast growth inh -18, HCT116 bCat-KO 16, GALR2 blocker 9, NPY Y2 blocker -1, E-sel TNF inh -14, PTEN del growth 13, Measles CPE 6, Phagocyt inh 0 and MRP-1 activ -4.8.
For O=C(NCc1ccc2c(c1)OCO2)c1ccncc1 the results were Yeast lifespan up -1, Yeast growth inh -3, HCT116 bCat-KO 93, GALR2 blocker 9, NPY Y2 blocker 7, E-sel TNF inh 8, PTEN del growth 89, Measles CPE 4, Phagocyt inh 0 and MRP-1 activ -3.3.
For COc1cc2[nH]c3c(=O)n(CCN(C(C)C)C(C)C)cnc3c2cc1OC the results were Yeast lifespan up -19, Yeast growth inh -36, HCT116 bCat-KO 59, GALR2 blocker 0, NPY Y2 blocker 3, E-sel TNF inh 7, PTEN del growth 75, Measles CPE 8, Phagocyt inh -1 and MRP-1 activ -1.9.
CCC(Sc1nc(C)cc(=O)[nH]1)C(=O)Nc1nnc(C)s1 (stereo not given) was read as Yeast lifespan up -3, Yeast growth inh -37, HCT116 bCat-KO 79, GALR2 blocker -6, NPY Y2 blocker 1, E-sel TNF inh -22, PTEN del growth 81, Measles CPE 2, Phagocyt inh -1 and MRP-1 activ -0.6.
For CCC1(c2cccc(Cl)c2)NC(=O)N(Cc2cc(C(=O)OC)c(C)o2)C1=O (stereo not given) the results were Yeast lifespan up -1, Yeast growth inh -72, HCT116 bCat-KO 74, GALR2 blocker -8, NPY Y2 blocker -1, PTEN del growth 65, Measles CPE 5, Phagocyt inh 0 and MRP-1 activ -0.3.
CC(=O)c1cccc(NC(=O)C2CCN(S(=O)(=O)c3ccc(F)cc3)CC2)c1 was read as Yeast lifespan up -10, Yeast growth inh -51, HCT116 bCat-KO 83, GALR2 blocker 6, NPY Y2 blocker 0, E-sel TNF inh -23, PTEN del growth 83, Measles CPE 4, Phagocyt inh 0 and MRP-1 activ -1.4.

Pulled by compound from the list above (2):
Cc1cc(C(=O)NN=C2CCCCC2)c2ccccc2n1 was read as Yeast lifespan up -2, Yeast growth inh -22, HCT116 bCat-KO 82, GALR2 blocker 15, NPY Y2 blocker 3, E-sel TNF inh -10, PTEN del growth 82, Measles CPE 5, Phagocyt inh -16 and MRP-1 activ 0.1.
COc1ccc(C2NC(=O)c3ccccc3O2)cc1OC (stereo not given) was read as Yeast growth inh -18, HCT116 bCat-KO 91, GALR2 blocker -1, NPY Y2 blocker 3, E-sel TNF inh 9, PTEN del growth 100, Measles CPE 15 and MRP-1 activ -2.2.
